DAX1 inh-1: inhibitors of DAX1 repression of SF-1 activated StAR promoter; inhibition, % at 6.8 µM; AID 652010; 1.1% of 370,000 active; HEK293T StAR-luciferase reporter, SF-1/DAX-1 repression relief;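 active = inhibition above the mean over all tested compounds plus 3 SD, cut at about 3.6% in these data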;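 note: 0% = DAX-1 cells with DMSO and 100% = cells lacking DAX-1 with DMSO; higher inhibition means more luminescence from relief of DAX-1 repression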
hgDAF-12 ag: activates the H. glycines DAF-12 receptor ligand-binding domain; AID 687014; 1.8% of 370,000 active; activation, % at 6.8 µM; HEK293 GAL4-hgDAF12 UAS-luciferase reporter, agonist luminescence; normalized to butyrate control;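 active = activation above a cutoff set at the mean of all screened compounds plus 3 SD, cut at about 10% in these data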;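 note: 0% = DMSO wells and 100% = sodium butyrate wells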
ssDAF-12 act: activates DAF-12 receptor from parasite S. stercoralis; HEK293 ssDAF-12/GRIP1 lit1-tk-luc reporter, luminescence; % of 3 µM dafachronic acid response; activation, % at 6.8 µM; 1% of 370,000 active; AID 652126;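 active = activation above the mean over all tested compounds plus 3 SD, cut at about 0.9% in these data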;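 note: 0% = DMSO-only wells and 100% = 3 µM delta7-dafachronic acid wells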
hcDAF-12 act: activators of H. contortus DAF-12 nuclear receptor. HEK293 hcDAF-12 lit1-tk-luc reporter, luminescence; 0% DMSO, 100% Δ7-dafachronic acid. activation, % at 6.8 µM. 1.4% of 370,000 active;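 active = activation above the mean of all tested compounds plus 3 SD, cut at about 5.5% in these data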;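 note: 100% = response to 3 µM Δ7-dafachronic acid high control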
HGIII-sPLA2 inh: Inhibits HGIII-sPLA2 liposome hydrolysis, primary screen. QFRET BODIPY PC-A2 liposome hydrolysis, fluorescence. 0.56% of 370,000 active. Q9NZ20. AID 743126. inhibition, % at 12.2 µM;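 active = inhibition above mean plus 3 SD of compounds lying within the high and low control bounds, cut at about 19% in these data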;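 note: 0% = median of test compound wells and 100% = no enzyme DMSO wells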
ADAM10 inh: ADAM10 inhibition, QFRET primary screen; recombinant ADAM10, EDANS/DABCYL FRET peptide cleavage, 3 h; inhibition, % at 7 µM; O14672; 0.62% of 370,000 active;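 active = inhibition above a per-campaign cutoff equal to the mean of compounds falling between control-based bounds plus 3 SD, cut at about 20% in these data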;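 note: 0% = DMSO wells while the 100% control is not disclosed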
Target sequence (O14672 214-748 limits assumed): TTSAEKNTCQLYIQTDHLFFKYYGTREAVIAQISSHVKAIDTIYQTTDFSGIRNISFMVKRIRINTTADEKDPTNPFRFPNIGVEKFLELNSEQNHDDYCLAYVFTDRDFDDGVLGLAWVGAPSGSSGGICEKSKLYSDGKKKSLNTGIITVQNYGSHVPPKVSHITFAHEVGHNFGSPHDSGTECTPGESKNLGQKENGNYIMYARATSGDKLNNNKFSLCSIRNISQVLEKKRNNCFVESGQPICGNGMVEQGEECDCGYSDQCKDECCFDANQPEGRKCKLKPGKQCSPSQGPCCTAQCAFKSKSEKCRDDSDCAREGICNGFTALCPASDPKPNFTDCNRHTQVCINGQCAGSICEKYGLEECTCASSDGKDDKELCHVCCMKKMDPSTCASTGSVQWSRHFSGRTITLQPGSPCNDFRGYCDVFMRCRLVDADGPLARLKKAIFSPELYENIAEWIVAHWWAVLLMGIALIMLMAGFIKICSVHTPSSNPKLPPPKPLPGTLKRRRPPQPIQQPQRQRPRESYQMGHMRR
GAA850 FXN act: activators of GAA850 frataxin (FXN) promoter. HEK293 lucGAA850 FXN promoter luciferase reporter, 24 h; percent of 10 µM SAHA response. activation, % at 6 µM. 0.56% of 360,000 active. AID 540364;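 active = activation above the average of all compounds screened plus 3 SD, cutoff fixed separately per campaign, cut at about 7.5% in these data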;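 note: 0% = DMSO wells and 100% = 10 µM SAHA wells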
SMARCA2 act: SMARCA2 function activation, primary screen; MG213 cells, MMTV-luciferase reporter, dexamethasone, overnight; 1% of 370,000 active; activation, % at 9.1 µM; in the data active = activation above about 7.8%;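 note: 0% = vehicle wells and 100% = reference activator wells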
GC-A act: GC-A (human) enzyme activation. activation, % at 10 µM. P16066. 0.14% of 370,000 active. HEK293 GC-A cells, cGMP TR-FRET, EC30 ANP; 0% at EC30 ANP, 100% saturating ANP; in the data active = activation above about 40%
NPR2 activator: GC-B (human) receptor activation | P20594 | activation, % at 10 µM | 0.11% of 370,000 active | AID 1920062 | HEK293-GC-B cells, CNP EC30, cGMP TR-FRET; 0% at EC30 CNP, 100% saturating CNP;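 active = activation at 10 µM reaching about 35% in either raw or pattern-adjusted values, limit read from the data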
DAX1 inh-2: inhibitors of human orphan nuclear receptor DAX1 (NR0B1); P51843; HEK293 Gal4-DAX1 luciferase reporter, luminescence; inhibition, % at 6.75 µM; 0.99% of 340,000 active; AID 504766;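 active = inhibition above the mean over all tested compounds plus 3 SD, cut at about 4.2% in these data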;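 note: 0% = DAX1-transfected cells with DMSO and 100% = empty-vector control cells with DMSO; inhibition shows as a rise in luminescence from relieved DAX1 repression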
Target sequence (P51843 207-470 limits assumed): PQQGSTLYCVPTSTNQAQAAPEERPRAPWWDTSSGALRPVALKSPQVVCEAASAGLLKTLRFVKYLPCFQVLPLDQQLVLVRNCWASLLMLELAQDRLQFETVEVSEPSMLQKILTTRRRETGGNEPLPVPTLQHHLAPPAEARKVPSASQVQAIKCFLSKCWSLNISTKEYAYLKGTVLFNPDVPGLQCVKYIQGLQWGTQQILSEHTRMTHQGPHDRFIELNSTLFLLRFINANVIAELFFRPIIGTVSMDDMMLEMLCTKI
Numbers without * were called inactive; i = inactive; . = no result given.

SMILES	DAX1 inh-1	hgDAF-12 ag	ssDAF-12 act	hcDAF-12 act	HGIII-sPLA2 inh	ADAM10 inh	GAA850 FXN act	SMARCA2 act	GC-A act	NPR2 activator	DAX1 inh-2
Cc1nc(C(=O)NNC(=O)c2ccccc2Cl)c(C(F)(F)F)o1	-0.2	1.1	-1.7	-0.8	-1	3	1.1	-2	3	1	1.2
Cc1cc(C)nc(SCc2ccc(C(=O)N/N=C/c3ccccc3C(=O)O)cc2)n1	0.5	-1.2	-1.3	-1.0	-1	-2	-0.8	-1	3	0	1.5
Cc1cc(NC(=O)c2cc(CC(C)C)on2)n(-c2ccccc2)n1	-1.6	-0.7	-1.6	1.5	0	-3	-1.2	-3	4	-2	-0.9
COc1ccc(CC(=O)Nc2cccc(-c3nnc(-c4ccc(C)cc4)o3)c2)cc1OC	-0.3	0.9	-1.2	-3.4	10	5	0.0	-3	-9	-2	-0.5
O=C(CSCc1ccc(Br)cc1)Nc1ccc(S(=O)(=O)N2CCCCCC2)cc1	-0.8	-0.8	-2.4	-0.8	-34	24*	-2.4	-1	0	1	0.1
N#Cc1c(N)n(CCNC(=O)c2ccccc2)c2nc3ccccc3nc12	-0.9	-0.3	-2.0	-2.1	-9	i	-1.1	-2	-4	-3	-0.6
CCOC(=O)c1[nH]c2ccc(C)cc2c1N=C(C)N(C)C	-0.7	6.2	0.1	3.0	4	-14	2.1	-3	0	1	0.2
O=C1C2C3C=CC(C3)C2C(=O)N1Cc1ccccc1 (stereo not given)	0.0	0.6	-0.5	-1.7	-2	-5	-0.9	-2	-1	-1	0.6
O=C(Cn1nc(-c2ccco2)ccc1=O)Nc1cc(Cl)ccc1Cl	0.3	0.4	-1.1	-0.3	-2	-216	0.7	1	2	-4	0.8
CC(C)(C)C(=O)Nc1nnc(SCC(=O)Nc2ccc3c(c2)OCO3)s1	-0.3	2.1	-0.7	-0.9	-2	6	-0.1	13*	-1	7	1.3
CC(C)CN1CCN=C1N(C)C	0.2	0.0	-1.0	-2.8	1	0	0.3	0	0	5	-0.1
FC(F)(F)C(Oc1nc(NC2CCCCC2)nc(N2CCOCC2)n1)C(F)(F)F	0.1	-1.9	-0.3	-0.3	11	4	-0.3	2	-3	-3	-0.8
C[C@@H]1CN([C@H](C)CO)S(=O)(=O)c2ccc(C#C[C@@H](C)O)cc2O[C@@H]1CN(C)Cc1ccc(-c2ccccc2)cc1	-1.7	2.3	-1.1	-1.5	-14	2	2.1	6	0	-4	-0.6
CC(=O)c1ccc(NC(=O)C(C)N2CCN(C/C=C/c3ccccc3)CC2)cc1 (stereo not given)	0.6	-1.9	-2.0	-0.9	-12	-4	2.0	-2	1	0	-0.1
O=C(NCCc1ccc(Cl)cc1)c1cccnc1	-0.4	3.3	-0.7	-0.7	0	-5	0.3	-1	3	0	-0.3
COC(=O)C1CCCN1C(=O)C12CC3CC(CC(C3)C1)C2 (stereo not given)	0.4	2.5	-1.3	-0.5	3	1	2.4	1	0	1	0.7
O=C(CSC1CC(=O)N(CC(c2ccccc2)c2ccccc2)C1=O)Nc1ccc(Cl)cc1 (stereo not given)	-1.3	-2.0	-1.3	-2.1	-56	25*	-1.3	-2	-18	-17	-0.5
CCCc1cc(C(=O)N(C2CCCCC2)C2CCCCC2)no1	-0.9	-0.8	-0.7	-0.9	-6	-1	-0.3	-2	-1	-5	0.5
Cc1nn(CC(=O)Nc2ccc3c(c2)nc(CN2CCCC2)n3C)c(=O)c2ccccc12	0.1	0.2	-1.0	-0.6	1	-28	4.7	-1	-1	0	0.2
O=C(O)CC/C(=N\Nc1ccc(Cl)cc1)c1cccs1	-0.2	2.5	0.3	4.6	-2	1	0.8	0	5	-14	-1.1
Cc1ccc(S(=O)(=O)Oc2ccccc2)cc1	1.7	2.6	-1.6	-0.9	2	-8	-0.5	3	4	2	1.4
CCC1CCCCN1C(=O)C(=O)c1cn(CC(=O)N(CC)CC)c2ccccc12 (stereo not given)	0.2	1.4	-1.4	2.9	6	-1	3.0	-2	3	1	0.0
O=C(NCc1ccco1)c1cccs1	-0.1	-0.4	-1.0	-0.3	1	0	0.3	3	0	-1	0.1
Cc1[nH]nc2c1C(c1ccc(Br)cc1)N(c1ccccc1)C2=O (stereo not given)	0.5	-3.6	-1.2	-0.3	-6	-10	.	-1	-14	-16	.
CC(C)(C)OC(=O)NN1CC(=O)N2[C@@H](Cc3c([nH]c4ccccc34)C2(C)C)C1=O	-0.7	-0.9	-1.2	-2.7	-10	-1	-2.8	-2	12	-2	-0.2
Cc1cc(OCCN2CCC(Cc3ccccc3)CC2)ccc1[N+](=O)[O-]	0.1	-0.5	-0.4	-1.2	-16	9	-1.8	0	-7	0	1.0
Cn1c(SCc2ccccc2)nc(N)c(N=O)c1=O	-1.1	-2.8	-1.2	-1.7	0	-11	11*	1	-1	-2	.
CCn1c(SCC(=O)NNC(=O)c2ccc(C)cc2)nnc1-c1ccco1	0.0	3.2	-0.9	0.5	0	6	2.2	0	0	1	.
COC(=O)C1=C(C(=O)OC)[C@@H]2Nc3ccccc3[C@@]23C[C@@H](C(=O)OC)N(C(=O)C2CCC2)C3=N1	0.7	1.2	-1.0	0.0	6	3	0.1	0	-3	-4	-0.3
S=C(NCCc1ccncc1)Nc1cccc2ccccc12	-0.2	-0.5	-1.7	-1.8	11	-9	-0.2	-3	4	0	.
CCOC(=O)c1cc2occc2n1CC(=O)NC1CCC(C)CC1 (stereo not given)	-0.7	-2.2	-1.1	-1.4	2	0	-0.8	-2	-1	-5	-0.1
CCN(CC(=O)NCc1cccs1)C(=O)c1ccc(OC)c(OC)c1	1.2	-0.9	-0.4	0.3	5	-2	-1.4	-2	-2	3	0.1
OCC[C@@H]1C[C@@H](O)[C@H](O)[C@]2(CCc3ccccc3CO2)O1	0.0	4.2	0.3	-0.4	4	4	1.2	1	2	3	-0.1
COC(=O)c1ccc(N2CCN(C(C)=O)CC2)c(NC(=O)c2cccnc2)c1	0.1	1.4	-1.9	-0.9	-1	2	1.6	-2	-3	1	0.2
CC(=O)Nc1ccc(-n2nnnc2SCC(=O)N2CCN(C(=O)c3ccco3)CC2)cc1	-0.1	-2.2	-0.6	-1.5	-1	5	2.6	-2	-1	-1	1.9
O=C(Nc1ccccc1-c1nc2ccccc2[nH]1)c1ccc(N2C(=O)CCC2=O)cc1	-0.5	-3.3	-1.8	-2.7	-3	-12	-0.4	0	4	4	1.1
CC1CCN(S(=O)(=O)c2ccc(NC(=O)CN3CCOCC3)cc2)CC1	-0.5	-1.5	-1.4	-1.7	4	0	-1.8	-3	1	4	-0.1
Cc1ccsc1/C=C1\Oc2cc(O)ccc2C1=O	4.5*	24*	0.2	3.1	-50	-22	1.8	7	12	3	2.1
O=C(CN1CCCCCC1)N/N=C/c1cccc(Cl)c1	0.5	3.6	-1.5	-0.5	-4	-8	1.2	0	-3	-3	-1.1
COc1cc(CC(=O)NC2CCCc3ccccc32)cc(OC)c1OC (stereo not given)	0.0	0.0	-1.1	-0.5	-1	2	-0.3	-3	-2	-1	-1.9
Cc1noc(C)c1CSc1nc2ccccc2s1	-0.4	1.0	-1.2	-1.4	0	-6	4.0	0	0	0	-0.8
CCn1c(SCC(=O)NCCc2ccccc2)nnc1-c1ccco1	0.0	1.9	-1.7	-2.0	1	3	0.1	1	-4	-5	-0.6
Cc1nnc2ccc(N3CCN(C(=O)c4ccccc4)CC3)nn12	0.7	-0.9	-0.8	-1.6	-4	-5	-1.6	1	16	1	-0.1
c1ccc(-n2ncc3cccnc32)cc1	3.0	-0.9	-1.0	2.1	0	-10	0.3	3	4	-5	2.3
O=C(O)c1ccc(NS(=O)(=O)c2ccc3c(c2)C2C=CCC2C(c2ccccc2F)N3)cc1 (stereo not given)	-0.3	-1.5	-1.2	0.1	-28	-11	4.7	0	0	5	-0.3
Cc1ccc(S(=O)(=O)N2CCN(C(=O)Cn3c(=O)cnc4ccccc43)CC2)c(C)c1	-1.5	-6.5	-0.2	-2.5	8	-210	1.3	-5	0	0	-0.5
CCOC(=O)c1c(NC(N)=O)sc(C)c1C	-0.1	3.1	-1.3	-1.0	2	-1	3.6	-3	8	8	0.3
CCOC(=O)Cc1csc(NC(=O)c2ccc(S(=O)(=O)N3CCOCC3)cc2)n1	-1.5	-4.5	-1.8	-0.9	-4	11	-1.2	-3	4	-3	-0.8
COc1ccc2c(c1)c(C(O)CN1CCN(Cc3ccc4c(c3)OCO4)CC1)c(C)n2C (stereo not given)	-0.6	0.3	-1.4	-1.8	0	-22	1.5	-1	-3	-12	-1.4
c1cnc(NCCNc2ncccn2)nc1	0.1	1.3	-0.4	-1.0	1	-5	0.7	-2	9	7	2.4
COc1cccc(NC(=O)N(C)C[C@H]2OCc3cnnn3CCCC(=O)N([C@H](C)CO)C[C@@H]2C)c1	0.1	1.8	-0.1	-0.7	9	-4	1.0	-1	1	4	1.5
COC(=O)c1cccc(NC(=O)c2cc3sccc3n2C)c1	0.6	6.5	-0.9	0.9	-9	3	3.6	3	-3	-4	-0.6
CN1CCN(S(=O)(=O)c2ccc(N3CCN(S(=O)(=O)/C=C/c4ccccc4)CC3)nc2)CC1	-0.7	0.9	-1.2	0.8	-7	2	-1.6	0	-1	0	-0.7
O=C(Nc1nnc(SCC(=O)N2CCCc3ccccc32)s1)c1cccc2ccccc12	0.6	4.6	-0.9	-1.8	-5	2	5.3	-3	2	-1	1.3
CCc1ccccc1Nc1nc(N)nc(CSCC(=O)c2cc(C)n(C)c2C)n1	-0.2	1.0	-1.1	-1.4	-9	-7	0.2	-3	-4	3	0.5
O=C(OCc1ccccc1)N1CCC2CC1c1ccc(Cl)cc12 (stereo not given)	1.1	-2.4	-0.4	3.0	14	-20	2.5	-3	1	-1	-0.5
CC(=O)Nc1ccc(-c2ccnc3c2CC(C(=O)Nc2cccc(C(C)=O)c2)O3)cc1 (stereo not given)	-1.7	-1.4	-1.3	-0.6	4	-12	-1.0	-2	1	2	.
CN1CCN(C(=O)/C=C/c2ccc(Cl)c(Cl)c2)CC1	1.5	2.1	-1.2	0.1	-8	7	1.2	1	1	-4	0.8
CCc1ccccc1N(CC)C(=O)CCc1nc(-c2ccc(C)cc2)no1	-0.5	-3.2	-1.4	-1.2	-13	10	0.7	-1	-4	-3	-1.0
Cc1ccc(C)c(CC(=O)N2CCCCC2c2cc(C(=O)Nc3cccc(C#N)c3)no2)c1 (stereo not given)	0.3	-6.9	-1.8	-0.5	1	9	-4.9	-3	3	3	.
Cc1ccc(NC(=O)CN(c2ccccc2)S(=O)(=O)N(C)C)cc1C	-0.4	-1.4	-0.9	-1.0	-13	5	-1.0	2	2	0	0.5
COc1ccccc1C(=O)Nc1c[nH]c(=O)[nH]c1=O	0.1	1.5	-1.5	-3.0	-3	0	3.1	0	2	3	1.1

Assay outcomes as filed in PubChem.
